# Screens from PubChem BioAssay.
# CCHF vOTU inh – CCHFV vOTU protease inhibition; Pep-AMC fluorescence; inhibition, % at 11.5 µM; 0.55% of 370,000 active; in the data active means inhibition above about 30%; further: 0% = vehicle wells with enzyme and 100% = no enzyme wells
# SSB-PriA inh – inhibitors of Klebsiella pneumoniae PriA binding to SSB C-terminal tail | AlphaScreen SSBct-PriA binding, biotinylated peptide | inhibition, % at 33 µM | 0.6% of 430,000 active | AID 1272365; in the data active means inhibition mostly above about 37%, no sharp cut-off; inactive means mostly below about 20%;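 further: plate controls were negative control peptide for no effect and reference peptide for full effect; strong numbers were not always called active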
# TcdB inh – inhibitors of Clostridioides difficile toxin B glycohydrolase. 0.24% of 350,000 active. AID 652162. P18177. inhibition, % at 9.99 µM. TcdB glycohydrolase enzymatic assay, plate reader; in the data active means inhibition above about 10%
# VHR inh abs – DUSP3 (human) phosphatase inhibition. recombinant VHR phosphatase, pNPP absorbance. P51452. inhibition, % at 13.3 µM. 0.52% of 290,000 active; in the data active means inhibition above about 50%; further: some compounds called inactive have numbers as strong as hits
# Anthrax LF prot – inhibitors of Bacillus anthracis lethal factor protease; 0.12% of 360,000 active; inhibition, % at 10 µM; multiplex microsphere protease cleavage assay, LF; P15917; further: plate controls were buffer without enzyme for full effect and enzyme alone for no effect
# SARS 3CLpro inh – SARS-CoV 3CLpro protease inhibition; recombinant SARS-CoV 3CLpro, quenched FRET peptide cleavage; 0.14% of 290,000 active; inhibition, % at 6 µM; P0C6X7; in the data active means inhibition above about 12%
# BH1578 lux ind – quorum light induction in luxS cqsA deficient V. cholerae | V. cholerae BH1578 lux reporter, luminescence, 6 h | activation, % at 18.7 µM | 0.16% of 350,000 active; in the data active means activation mostly above about 9.7%, no sharp cut-off; inconclusive means no clear call, values can overlap the other calls; inactive means mostly below about 3.7%; further: not every result past the cut was called active; inactives centre near 0; reference of the scale not given here
# Y pestis TopoI – Y. pestis Topo-I inhibition via cleavage products; activity, % at 10 µM; 0.064% of 360,000 active; AID 504884; Y. pestis Topo-I cleavage product accumulation, plate reader; in the data active means activity above about 50%, passing the limit was not always enough; inconclusive means no clear call, values can overlap the other calls; further: inactives centre near 2
# PfHsp40 yeast – restores yeast growth despite PfHsp40 toxicity; growth rescue, % at 12.5 µM; 0.68% of 340,000 active; S. cerevisiae expressing PfHsp40, growth rescue, ATP luminescence; AID 504582; in the data active means growth rescue above about 28%, passing the limit was not always enough; inconclusive means no clear call, values can overlap the other calls;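 further: yeast W303a lacking pdr1 and pdr3 grown in galactose medium; growth measured after three days at 30 °C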
# BoNT-A LC inh2 – inhibitors of Botulinum neurotoxin A light chain protease. multiplex microsphere protease substrate cleavage, flow cytometry. inhibition, % at 10 µM. 0.17% of 360,000 active; further: plate controls were buffer without enzyme for full effect and enzyme alone for no effect
# Starred values were filed as active, the others as inactive; i = inactive; ? = inconclusive; · = not tested or not shown; & = joins results of further samples. Unless noted, no stated cut-off is given here; in the data, active means inhibition above about 30%; inconclusive means no clear call, values can overlap the other calls; inactive means below that. These rows are one share of the data; rates above refer to the full screens.
# Start of the data: the first 15 entries as a preview:
no.	mol	CCHF vOTU inh	SSB-PriA inh	TcdB inh	VHR inh abs	Anthrax LF prot
1	Cc1[nH]c2ccccc2c1C(=O)CSc1nnc(C2CC2)o1	9	-32	1.5	·	-2
2	O=C(NC1CCSC1=O)c1cccc(C(=O)NC2CCSC2=O)c1 (stereo unspecified)	-1	-17	·	19	1
3	CNc1nc(NN)nc(Nc2ccccc2)n1	-8	105*	0.3	2	-27
4	CN1CCN(NC(=O)C2CC2)CC1	1	5	·	28	1
5	COC(=O)C1=C(c2cccc(OCc3ccccc3)c2)C[C@@H]2CC[C@H]1N2C(=O)NCc1ccc(OC)c(OC)c1	5	14	1.8	·	-10
6	O=C1CCCN1CCC1CCN(C2CC(=O)N(c3ccc(Cl)cc3)C2=O)CC1 (stereo unspecified)	-11	-22	·	-3	-5
7	CCC(C)NC(=O)/C(=C/c1ccco1)c1ccccc1 (stereo unspecified)	19	1	·	19	0
8	O=C(OCC(=O)N1CCCC1=O)c1nc(Cl)ccc1Cl	1	0	0.7	·	-2
9	CCOc1ccc(CN2CCN(CC3CC3)CC2CCO)cc1 (stereo unspecified)	10	-10	0.3	40	11
10	O=C(c1ccc(Cl)c(S(=O)(=O)N2CCCC2)c1)N1CCCC(C(F)(F)F)C1 (stereo unspecified)	2	-24	-0.8	·	-2
11	O=c1oc2ccccc2n1Cc1cccc(Cl)c1	6	-13	0.0	13	-16
12	Cc1c(C=O)c(Cl)n(C)c(=O)c1C#N	68*	9	-2.2	18	9

no.	SARS 3CLpro inh	BH1578 lux ind	Y pestis TopoI	PfHsp40 yeast	BoNT-A LC inh2
1	·	5.9	-7	0.4	-0.3
2	3	-0.3	0	-1.0	0.1
3	-2	1.0	5	1.9	-4.1
4	-1	-0.2	-10	-0.5	0.3
5	·	-1.6	24	1.3	-0.5
6	1	1.5	-10	5.2	0.3
7	6	i	2	-1.5	0.1
8	·	-5.0	2	0.4	0.6
9	2	-0.5	0	-1.1	?
10	·	i	-2	-1.5	3.5
11	-1	0.7	10	1.7	?
12	-1	4.4	-3	0.6	0.4

no.	mol	CCHF vOTU inh	SSB-PriA inh	TcdB inh	VHR inh abs	Anthrax LF prot
13	O=C(NCc1ccncc1)c1cc(F)c(F)cc1Cl	-13	-15	-0.2	6	1
14	CC(C)(C)C(=O)N1CCC(O)(CS(=O)(=O)Cc2ccccc2Cl)CC1	1	0	·	-12	-3
15	O=C(Nc1cccc(N2C(=O)C3CCCCC3C2=O)c1)c1ccccc1 (stereo unspecified)	22	-18	1.3	-2	7

no.	SARS 3CLpro inh	BH1578 lux ind	Y pestis TopoI	PfHsp40 yeast	BoNT-A LC inh2
13	7	-4.5	7	0.7	-0.4
14	1	i	5	0.4	3.2
15	-7	0.6	-3	1.8	0.2

# Main list, repeating the preview:
no.	mol	CCHF vOTU inh	SSB-PriA inh	TcdB inh	VHR inh abs	Anthrax LF prot
1	Cc1[nH]c2ccccc2c1C(=O)CSc1nnc(C2CC2)o1	9	-32	1.5	·	-2
2	O=C(NC1CCSC1=O)c1cccc(C(=O)NC2CCSC2=O)c1 (stereo unspecified)	-1	-17	·	19	1
3	CNc1nc(NN)nc(Nc2ccccc2)n1	-8	105*	0.3	2	-27
4	CN1CCN(NC(=O)C2CC2)CC1	1	5	·	28	1
5	COC(=O)C1=C(c2cccc(OCc3ccccc3)c2)C[C@@H]2CC[C@H]1N2C(=O)NCc1ccc(OC)c(OC)c1	5	14	1.8	·	-10
6	O=C1CCCN1CCC1CCN(C2CC(=O)N(c3ccc(Cl)cc3)C2=O)CC1 (stereo unspecified)	-11	-22	·	-3	-5
7	CCC(C)NC(=O)/C(=C/c1ccco1)c1ccccc1 (stereo unspecified)	19	1	·	19	0
8	O=C(OCC(=O)N1CCCC1=O)c1nc(Cl)ccc1Cl	1	0	0.7	·	-2
9	CCOc1ccc(CN2CCN(CC3CC3)CC2CCO)cc1 (stereo unspecified)	10	-10	0.3	40	11
10	O=C(c1ccc(Cl)c(S(=O)(=O)N2CCCC2)c1)N1CCCC(C(F)(F)F)C1 (stereo unspecified)	2	-24	-0.8	·	-2

no.	SARS 3CLpro inh	BH1578 lux ind	Y pestis TopoI	PfHsp40 yeast	BoNT-A LC inh2
1	·	5.9	-7	0.4	-0.3
2	3	-0.3	0	-1.0	0.1
3	-2	1.0	5	1.9	-4.1
4	-1	-0.2	-10	-0.5	0.3
5	·	-1.6	24	1.3	-0.5
6	1	1.5	-10	5.2	0.3
7	6	i	2	-1.5	0.1
8	·	-5.0	2	0.4	0.6
9	2	-0.5	0	-1.1	?
10	·	i	-2	-1.5	3.5

# Continued.
no.	mol	CCHF vOTU inh	SSB-PriA inh	TcdB inh	VHR inh abs	Anthrax LF prot
11	O=c1oc2ccccc2n1Cc1cccc(Cl)c1	6	-13	0.0	13	-16
12	Cc1c(C=O)c(Cl)n(C)c(=O)c1C#N	68*	9	-2.2	18	9
13	O=C(NCc1ccncc1)c1cc(F)c(F)cc1Cl	-13	-15	-0.2	6	1
14	CC(C)(C)C(=O)N1CCC(O)(CS(=O)(=O)Cc2ccccc2Cl)CC1	1	0	·	-12	-3
15	O=C(Nc1cccc(N2C(=O)C3CCCCC3C2=O)c1)c1ccccc1 (stereo unspecified)	22	-18	1.3	-2	7
16	COc1ccc(-n2nc3c(c2NC(=O)C(C)C)CSC3)cc1	-5	-9	-12	25	-4
17	CC(C)C[C@@]12C(=O)N(c3cccc(Cl)c3)C(=O)N1[C@H](c1ccc(F)cc1)[C@@H]1C(=O)N(C3CCCCC3)C(=O)[C@@H]12	-1	-1	0.1	·	7
18	N#CC1=C(SCC(=O)NC23CC4CC(CC(C4)C2)C3)NC(=O)C(C#N)C12CCCCC2 (stereo unspecified)	16	-1	-0.2	13	1
19	CC(C)Oc1ccc(S(=O)(=O)N2CCOCC2)cc1NC(=O)Cc1c(F)cccc1Cl	-6	-1	-0.9	·	-4
20	CCOc1ccc(OCc2ccc(C(=O)N(CC)CC)cc2)cc1	1	-17	0.4	26	-3

no.	SARS 3CLpro inh	BH1578 lux ind	Y pestis TopoI	PfHsp40 yeast	BoNT-A LC inh2
11	-1	0.7	10	1.7	?
12	-1	4.4	-3	0.6	0.4
13	7	-4.5	7	0.7	-0.4
14	1	i	5	0.4	3.2
15	-7	0.6	-3	1.8	0.2
16	-4	-0.4	2	0.0	-0.8
17	·	0.0	10	-1.1	-0.7
18	-3	11	6	-0.1	0.0
19	·	-2.5	23	-0.3	-2.4
20	0	i	-7	1.2	0.3

# Next part
no.	mol	CCHF vOTU inh	SSB-PriA inh	TcdB inh	VHR inh abs	Anthrax LF prot
21	Cc1cc(C(=O)N2CCN(S(=O)(=O)c3ccc(C)c(C)c3)CC2)no1	-6	-3	0.1	·	2
22	Cc1cc(Cl)ccc1OCC(=O)N1C(C)CCCC1C (stereo unspecified)	12	-18	·	17	-7
23	C[C@H]1COc2cccc(N3CCN(C)CC3)c2S(=O)(=O)N1	15	·	1.5	·	-2
24	CN1CCCC(C)(C(=O)Nc2cccc(Oc3ccccc3)c2)C1 (stereo unspecified)	-6	·	0.5	·	7
25	O=C(Nc1ccccc1)C1Cc2ccccc2CN1C(=O)c1ccco1 (stereo unspecified)	10	-10	·	39	14
26	CCCC(=O)NC(c1ccc(C(C)C)cc1)c1ccc2cccnc2c1O (stereo unspecified)	-2	-4	3.9	6	-4
27	C=CCn1c(SCC(=O)NCC2CCCO2)nc2scc(-c3ccccc3)c2c1=O (stereo unspecified)	16	-3	1.8	37	0
28	NC(N)=NS(=O)(=O)c1ccc(NC(=S)NC(=O)c2ccncc2)cc1	1	-18	1.7	25	-8
29	COc1ccc(CCC(=O)Nc2ccc(C(=O)c3ccncc3)cc2)cc1	6	7	1.1	4	-5
30	CC(OC(=O)CNC(=O)c1ccco1)C(=O)Nc1ccc(Cl)cn1 (stereo unspecified)	-2	10	0.2	·	2

no.	SARS 3CLpro inh	BH1578 lux ind	Y pestis TopoI	PfHsp40 yeast	BoNT-A LC inh2
21	·	i	-8	-0.6	-1.1
22	3	-0.2	25	-0.8	-3.5
23	·	·	·	·	-1.1
24	·	-3.0	-1	·	-0.3
25	-1	-3.1	6	0.6	1.2
26	1	0.8	38	-1.6	0.6
27	-2	-1.1	37	11	-2.9
28	2	1.6	-1	-1.3	-3.4
29	-3	-2.4	-16	-0.9	0.4
30	·	-2.9	-4	0.6	2.4

# (further entries)
no.	mol	CCHF vOTU inh	SSB-PriA inh	TcdB inh	VHR inh abs	Anthrax LF prot
31	CC(=O)C1=C(O)C(=O)N(c2ccccn2)C1c1ccc(Cl)cc1 (stereo unspecified)	0	-12	2.3	11	-1
32	Cc1cc(C)n2nc(C(=O)N/N=C/c3ccccc3C)nc2n1	-8	i	0.6	-13	?
33	CNc1cccc2c1C(=O)c1ccccc1C2=O	-5	60	0.8	13	-3
34	Cn1c(C(=O)N2CCOCC2)cc2c(=O)n3ccccc3nc21	-383	5	1.7	14	-2
35	O=C(Cc1cccc2ccccc12)Nc1ccc2oc(-c3ccccc3)nc2c1	-3	-2	·	24	-6
36	CC1(C)Cc2c(sc(NC(=O)C3CC(Cl)=CCC3C(=O)O)c2C#N)CO1 (stereo unspecified)	1	-4	0.3	7	-2
37	O=C1CN(O)C(c2ccccc2Cl)=c2cc(Br)ccc2=N1	-1	-6	-3.2	16	-2
38	CCOP(=O)(OCC)C(NC(=O)CC(C)C)C(Cl)(Cl)Cl (stereo unspecified)	-8	2&-1	-1.0	15	-3
39	O=C(NCc1ccc(C(=O)N2CCC3(CC2)OCCO3)cc1)c1cccc(Br)c1	11	5	·	24	-3
40	CC(C)C(=O)c1ccc(O)c(O)c1	20	-14	-3.4	8	3

no.	SARS 3CLpro inh	BH1578 lux ind	Y pestis TopoI	PfHsp40 yeast	BoNT-A LC inh2
31	0	-0.3	-5	-1.6	-0.6
32	-3	-0.7	-1	-0.3	-8.9
33	-1	-0.3	-18	-0.7	6.0
34	-4	-0.5	-2	-1.8	0.6
35	3	i	10	3.0	1.4
36	3	i	-2	-0.3	-0.5
37	-4	-1.9	2	-0.3	-0.8
38	2	-0.4	8	-0.2	0.5
39	3	-6.2	2	-1.1	0.2
40	2	i	5	-1.3	-1.1

# Some of the entries so far, with tabs.
no.	Structure	CCHF vOTU inh	SSB-PriA inh	TcdB inh	VHR inh abs	Anthrax LF prot	SARS 3CLpro inh	BH1578 lux ind	Y pestis TopoI	PfHsp40 yeast	BoNT-A LC inh2
40	CC(C)C(=O)c1ccc(O)c(O)c1	20	-14	-3.4	8	3	2	i	5	-1.3	-1.1
36	CC1(C)Cc2c(sc(NC(=O)C3CC(Cl)=CCC3C(=O)O)c2C#N)CO1 (stereo unspecified)	1	-4	0.3	7	-2	3	i	-2	-0.3	-0.5

# Next part:
no.	mol	CCHF vOTU inh	SSB-PriA inh	TcdB inh	VHR inh abs	Anthrax LF prot
41	COc1ccc(CN2CCN(C(=O)c3cccs3)CC2)c(OC)c1OC	-9	-8	·	7	-6
42	C[C@@]12CCC=C[C@H]1[C@H](c1ccc3ccccc3c1)N(Cc1ccccc1)C2=O	7	-10	0.1	-12	-5
43	CC(C)(C)NC(=O)Cn1ccc(=N)c2ccccc21	4	-7	·	8	-6
44	O=C(COC(=O)c1cc(Cl)ccc1O)NCCC1=CCCCC1	7	-10	0.2	·	0
45	CN(Cc1ccco1)C(=O)c1ccc(N2CCCC2=O)cc1	7	-3	·	26	-1
46	OCc1ccnc2c(O)cccc12	12	87*	·	14	5
47	O=C(/C=C/c1cccc(Cl)c1)NCCN1CCOCC1	-8	2	·	-11	1
48	O=C(OCc1nc2ccccc2[nH]1)C1CCCCC1	-8	-3	0.9	0	0

no.	SARS 3CLpro inh	BH1578 lux ind	Y pestis TopoI	PfHsp40 yeast	BoNT-A LC inh2
41	3	·	5	-1.8	1.1
42	·	2.2	24	0.7	0.5
43	-2	-0.8	-8	0.8	-0.3
44	·	3.7	8	-0.2	-3.3
45	0	5.9	6	0.5	-0.2
46	-7	i	-2	1.7	-1.5
47	-6	2.1	2	-1.0	0.0
48	5	-0.5	-4	0.1	0.0
